AI-2 QS modul: Vibrio harveyi AI-2 quorum sensing modulation. Vibrio harveyi JMH597 AI-2 luminescence/OD600 ratio, 9 h; stronger effect = lower value; strain lacks LuxN and CqsS sensors; 0 = neutral-control median. activity change, % at 7.5 µM. 300,000 tested, 0.4% active; in the data active = activity change below about -75%, passing the limit was not always enough; inconclusive = no clear call, values can overlap the other calls;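 also: luminescence divided by OD600 gain over 9 h not by final OD600 alone; inactives centre near 13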
HSF1 activator: increases HSF-1 driven luciferase reporter signal; activation, % at 9 µM; 300,000 tested, 1.7% active; AID 504408; NIH3T3-HGL HSF-1 luciferase reporter, MG132, 8 h; 100% = twice DMSO control signal;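 active = mean replicate activation of at least 50% with a set share of replicates each reaching 50%; inconclusive = only one of those two conditions met; inactive = mean below 50% and too few replicates reaching it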;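 also: 0% = median of the neutral control wells and 100% = twice that signal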
HSP90 refold inh: HSP90 refolding inhibition in rabbit reticulocyte lysate. luciferase refolding luminescence, 3 h. inhibition, % at 5.6 µM. 290,000 tested, 0.91% active;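 active = inhibition above the screen-wide mean plus 3 SD, computed separately per campaign, cut at about 16% in these data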;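 also: 0% = DMSO wells and 100% = 60 µM geldanamycin wells; inhibitors lower the luminescence because luciferase stays unfolded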
PolyA inhibitor: yeast polyadenylation inhibition. S. cerevisiae SKY197-pL101 polyadenylation reporter, beta-gal luminescence; efflux-impaired pdr1/pdr3 knockout yeast; score 100 = 6 SD above DMSO. calls only at 12 µM. 300,000 tested, 0.02% active. AID 1875;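 active = lowest replicate activity score at least 50, where 100 means six control SD above control mean; inconclusive = lowest score under 50 but half or more replicates reach 50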;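 also: yeast exposed to compound for 9 h at 30 °C; higher score means more reporter readthrough which indicates perturbed polyadenylation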
HDAC3 inhib: inhibitors of human histone deacetylase 3. O15379. inhibition, % at 8.3 µM. 320,000 tested, 0.15% active. recombinant HDAC3, fluorogenic peptide/trypsin coupled, fluorescence; in the data active = inhibition above about 26%, passing the limit was not always enough; inconclusive = no clear call, values can overlap the other calls
Target sequence (O15379 whole entry, looked up): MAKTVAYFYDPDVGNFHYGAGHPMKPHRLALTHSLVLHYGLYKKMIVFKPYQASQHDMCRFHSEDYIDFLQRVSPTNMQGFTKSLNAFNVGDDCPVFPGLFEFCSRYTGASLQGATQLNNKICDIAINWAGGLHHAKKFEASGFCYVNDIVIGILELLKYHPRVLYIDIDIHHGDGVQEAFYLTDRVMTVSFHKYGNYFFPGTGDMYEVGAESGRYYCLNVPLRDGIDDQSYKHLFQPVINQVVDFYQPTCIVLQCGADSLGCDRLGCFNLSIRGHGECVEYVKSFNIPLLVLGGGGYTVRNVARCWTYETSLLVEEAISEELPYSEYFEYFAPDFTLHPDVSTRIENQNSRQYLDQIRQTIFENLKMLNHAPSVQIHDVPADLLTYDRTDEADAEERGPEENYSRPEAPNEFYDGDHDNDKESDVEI
GSK3A inh: blocks human GSK-3 alpha kinase; P49840; ADP-Glo luminescence, 60 min; inhibition, % at 10 µM; 320,000 tested, 0.1% active;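 in the data active = inhibition above about 50%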;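 also: GST-tagged GSK-3 alpha with peptide substrate and 25 µM ATP; 0% = DMSO neutral wells and 100% = GW8510 positive control wells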
GSK3beta inhib: human GSK3beta kinase inhibition; GST-GSK3beta kinase, ADP-Glo luminescence, 60 min; stronger effect = lower value; AID 2097; 300,000 tested, 0.038% active; activity score (negative = inhibition), % at 10 µM;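 active = more than half of replicate wells score below -50%, meaning over 50% inhibition versus plate controls; inconclusive = some replicates but at most half score below -50%; inactive = no replicate scores below -50%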;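 also: 0% = median DMSO wells and -100% = median GW8510 positive control wells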
Target sequence (P49841 whole entry, looked up): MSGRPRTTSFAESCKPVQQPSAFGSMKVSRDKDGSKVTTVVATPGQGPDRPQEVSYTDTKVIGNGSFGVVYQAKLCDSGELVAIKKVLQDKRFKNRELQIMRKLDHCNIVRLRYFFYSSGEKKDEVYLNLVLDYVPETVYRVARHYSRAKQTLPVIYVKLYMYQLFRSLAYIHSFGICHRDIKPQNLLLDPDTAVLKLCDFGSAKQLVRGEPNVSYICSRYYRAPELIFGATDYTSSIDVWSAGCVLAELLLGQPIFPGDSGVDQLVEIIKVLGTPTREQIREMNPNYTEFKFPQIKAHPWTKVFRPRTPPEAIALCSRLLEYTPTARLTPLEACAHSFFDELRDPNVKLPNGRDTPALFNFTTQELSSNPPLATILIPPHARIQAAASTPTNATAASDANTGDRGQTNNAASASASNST
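Assay system: GST-fused GSK3beta enzyme, cell-free / Medium: Tris pH 7.5 buffer with MgCl2, DTT, BSA, heparin / Also added: peptide substrate plus 25 µM ATP (final) / Compound: 10 µM single point / Timing: kinase reaction with compound 60 min at room temperature / Detection: ADP-Glo luminescence / Benchmarks: DMSO neutral wells and GW8510 at 20 µM as positive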
Platelet DG rel: modulates dense granule release in human platelets | human platelet-rich plasma, SFLLRN dense granule ATP release, luminescence | inhibition, %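 (compounds screened at 7.5 µM in platelet-rich plasma)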 | 300,000 tested, 0.22% active;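 active = mean replicate score, as percent of positive control, at or above 50; inconclusive = mean below 50 but at least one replicate at or above 50; inactive = mean and every replicate below 50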
HSF1 inhib: HSF1 inhibition; NIH3T3-HGL HSE-luciferase, MG132-induced, luminescence 8 h; stronger effect = lower value; activity change, negative = inhibition, % at 7.5 µM (by protocol); 300,000 tested, 0.77% active;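 active = more than half of replicate wells show activity change below -50%, luminescence cut by over half; inconclusive = some wells, but at most half, below -50%; inactive = no replicate well below -50%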;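 also: luciferase reports HSF-1 transcriptional activity via heat shock element; 0% = median of DMSO wells and -100% = zero luminescence signal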
DYRK1A inh: inhibitors of rat Dyrk1A kinase; ADP-Glo luminescence, NFATc1 peptide; inhibition, % at 12.5 µM; 310,000 tested, 0.43% active; in the data active = inhibition above about 50%;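 also: plate controls were vehicle with enzyme for no effect and no enzyme for full effect; many of its hits are not listed in these tables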
Starred values were filed as active, the others as inactive; i = inactive; ? = inconclusive; / = not tested or not shown. A portion of the library; the hit share may differ from the screen's.

SMILES	AI-2 QS modul	HSF1 activator	HSP90 refold inh	PolyA inhibitor	HDAC3 inhib	GSK3A inh	GSK3beta inhib	Platelet DG rel	HSF1 inhib	DYRK1A inh
CCn1cc(C(=O)NCc2ccco2)c2cc(OC)c(OC)cc2c1=O	36	7	0	i	4	-1	4	-4	-3	0
OC1c2cc(Br)ccc2N=C2CCCN21 (stereo not given)	6	24	8	i	-1	-2	0	/	17	3
CCC(c1nnnn1Cc1ccccc1)N(Cc1ccco1)Cc1cc2cc(OC)ccc2[nH]c1=O (stereo not given)	11	16	-1	i	-6	/	-3	?	14	16
Cn1c(=O)c2c(nc(Cc3ccc(N)cc3)n2C)n(C)c1=O	13	-7	-2	i	0	0	-1	6	-5	5
Cc1cc(C)nc(NN=C(c2ccccc2)c2ccccc2)n1	26	-1	-2	i	4	-2	1	2	-8	1
CCOC(=O)CN1C(=O)C(=O)N(Cc2ccccc2F)C1=O	10	1	2	i	-6	-1	0	/	0	-8
Cc1nc(SCC(=O)Nc2ccc(C)c(F)c2)c2oc3ccccc3c2n1	16	-13	1	i	0	-1	-3	6	0	3
O=C(O)C1CCN(C(=O)c2cccc3ccccc23)CC1	16	-1	-5	i	0	2	3	3	-4	3
O=C(NCc1cccnc1)c1ccc(S(=O)(=O)Nc2ccccc2)cc1	12	-11	/	i	8	1	-12	-2	0	-4
CCc1nnc(NC(=O)Cc2ccc(Br)cc2)s1	26	3	2	i	-2	-4	3	0	-14	6
COc1ccc(N/C(=C(/C(Cl)=C(Cl)Cl)[N+](=O)[O-])n2nnc3ccccc32)cc1	28	7	0	i	2	-4	3	0	2	/
Cc1nn(C)c(C)c1/C=C1/SC(=S)NC1=O	23	-4	4	i	1	-1	1	9	-10	12

Structures from the list above that contain fluorine:
SMILES	AI-2 QS modul	HSF1 activator	HSP90 refold inh	PolyA inhibitor	HDAC3 inhib	GSK3A inh	GSK3beta inhib	Platelet DG rel	HSF1 inhib	DYRK1A inh
CCOC(=O)CN1C(=O)C(=O)N(Cc2ccccc2F)C1=O	10	1	2	i	-6	-1	0	/	0	-8
Cc1nc(SCC(=O)Nc2ccc(C)c(F)c2)c2oc3ccccc3c2n1	16	-13	1	i	0	-1	-3	6	0	3

Other records.
SMILES	AI-2 QS modul	HSF1 activator	HSP90 refold inh	PolyA inhibitor	HDAC3 inhib	GSK3A inh	GSK3beta inhib	Platelet DG rel	HSF1 inhib	DYRK1A inh
O=C(Nc1ccc2oc(-c3ccc(Cl)c(Cl)c3)nc2c1)c1ncn[nH]1	6	11	4	i	-3	-5	-5	6	-6	-3
c1coc(-c2nc3c4c5c(sc4ncn3n2)CCCC5)c1	19	26	0	i	0	-1	-3	-2	4	12
CC(=O)Nc1cccc2c1C(=O)N(c1ccccc1OC(C)=O)C2=O	8	0	4	i	0	-5	5	1	-3	-1
O=S(=O)(c1cccc(-c2nnc(SCc3nc4ccccc4s3)o2)c1)N1CCOCC1	19	54*	1	i	1	3	4	-3	54	-2
CCOC(=O)/C=C1\SCC(=O)N1CC(=O)NC(C)c1ccccc1 (stereo not given)	7	16	4	i	-1	-1	-3	9	-4	6
CCN(C(=O)COC(=O)c1cnc(C)cn1)C1CCCCC1	18	2	0	i	2	1	-1	-4	-2	-8
COC(=O)CCC(=O)OC1(C)C(=O)C=C2C=C(C3CC3)N(Cc3ccco3)C=C2C1=O (stereo not given)	23	-10	/	i	9	-2	-1	2	-1	3
Cc1ccc(C(C)C)cc1OCC(=O)N/N=C/c1ccc2c(c1)OCCO2	23	-6	1	i	15	1	3	-1	-3	-5
COc1cc2c(cc1OC)C(c1cccc([N+](=O)[O-])c1)=NCC2	34	0	-2	i	1	2	-1	/	-3	-3
O=C(O)CC(c1cccc2ccccc12)n1cccc1 (stereo not given)	9	-11	5	i	-1	-5	2	3	-7	-4
COc1ccc(NC(=O)CNS(=O)(=O)c2cccs2)c(OC)c1	1	4	0	i	-4	0	-2	-3	4	/
Cc1cc(OC(=O)c2ccccc2Br)cc(=O)n1C	20	6	-1	i	1	-4	3	-4	0	4
CCCCOc1ccc(CC2CCC(=O)NC2=O)cc1 (stereo not given)	42	18	-4	i	2	-5	0	-1	3	2
CC(C)CCc1noc(CN(C)CCC2CCOCC2)n1	10	-6	1	i	-3	0	6	9	-1	17
COC(C[C@H](O)C[C@@H](O)COCc1ccccc1)OC	11	-1	/	i	/	/	2	-2	0	4
O=c1c2ccc([N+](=O)[O-])cc2ncn1CCOc1ccc(Cl)cc1	19	7	-5	i	-8	-1	-1	3	5	3
Cc1cc(C)c(C(N)=O)c(Cl)n1	0	-26	0	i	2	-3	1	1	-10	-4
CCCCn1c(=O)c2c(O)cc(=O)oc2c2ccccc21	16	1	4	i	2	9	-4	-5	7	12
COc1ccc(C(C)NC(=O)C2CCCC2)cc1 (stereo not given)	4	0	-2	i	3	0	2	3	2	2
c1ccc(SCCOCCN2CCc3ccccc3C2)cc1	-43	16	0	i	1	-3	-12	11	1	-1
Cn1c(=O)oc2cc(S(=O)(=O)NCCC(=O)NCCc3ccc(Cl)cc3)ccc21	24	5	-3	i	-3	0	0	1	10	0
Cc1ccc(C)c(C(=O)CN2Cc3ccccc3C2=O)c1	30	22	-1	i	-4	0	0	9	6	-2
COc1ccc(NC(=O)CCN2CCN(S(=O)(=O)c3cc(Cl)ccc3Cl)CC2)cc1	3	2	13	i	0	-4	2	2	1	-4
O=S(=O)(NC1CCCCC1)c1ccc(Cl)s1	2	-7	2	i	6	-3	1	-2	-2	1
CCOC(=O)c1c(C)[nH]c(C2=NNC(=NC3CC3)SC2)c1C	0	-1	55*	i	5	-2	-2	-3	-2	4
Nc1cc(N)cc(-c2nc3ccccc3o2)c1	23	0	/	i	-1	-2	3	3	1	4
CCOC(=O)C1=C(c2ccccc2)N=C2SCC(=O)N2C1c1ccc(O)c(OC)c1 (stereo not given)	4	6	8	i	-1	7	-1	-11	-5	10
CCOC(=O)COc1ccccc1C1Nc2ccccc2C(=O)N1c1cccc(Cl)c1 (stereo not given)	-20	7	4	i	-6	-1	-4	8	18	-6
COc1ccc(NC(=O)NNC(=O)C(C)Oc2ccc3ccccc3c2)cc1OC (stereo not given)	17	-15	3	i	11	-1	2	-8	-6	4
CCOc1cc(/C=C2\SC(N3CCCCC3)=NC2=O)ccc1O	25	34	-3	i	14	28	-22	5	14	62*
CCOP(=O)(OCC)c1nc(-c2ccc(Cl)cc2)oc1NCc1ccccc1	40	25	-2	i	-56	-1	-2	1	20	-2
Cc1onc(-c2c(Cl)cccc2Cl)c1C(=O)NC(=S)Nc1sc2c(c1C(N)=O)CCC(C)C2 (stereo not given)	4	-8	-2	i	-1	-2	2	-22	3	-3
Cc1ccc(C(=O)c2c[nH]c(C(=O)NCCCN3CCOCC3)c2)cc1	8	-11	-1	i	-1	2	-4	5	0	3
COC(=O)c1ccccc1N(C)S(=O)(=O)c1cc2c(cc1C)OCC(=O)N2	16	3	1	i	1	-1	3	-9	0	0
COc1ccc(C2CC(=O)c3c(C)nc(N4CCN(c5ccccc5)CC4)nc3C2)cc1 (stereo not given)	24	34	0	i	-2	0	1	3	-1	-1
C/C(=N\NC(=O)COc1ccc(C)cc1Br)c1cc([N+](=O)[O-])cs1	19	11	-9	i	?	0	1	-4	4	2
COc1ccc(/C=C(\C#N)c2n[nH]c(Cn3cncn3)n2)cc1	26	2	2	i	6	-2	-5	-2	1	7
O=C(Nc1nnc(-c2ccc(Cl)cc2)o1)C1=COCCO1	28	-1	4	i	-4	1	2	14	-3	-3
O=C(c1ccccc1)n1nc(-c2ccccc2)nc1NCc1ccco1	-10	15	-2	i	38*	1	1	4	2	4
COc1cc(C(=O)OCC(=O)c2c[nH]c3ccccc23)ccc1OCC(=O)N1CCOCC1	13	10	-1	i	3	10	-2	6	3	11
O=C(O)c1ccc2c(c1)C(=O)N(N1C(=O)c3ccccc3C1=O)C2=O	18	-12	0	i	-1	-4	4	23	-5	12
CC(C)N(CC(O)COc1ccc(CC(N)=O)cc1)CC(O)COc1ccc(CC(N)=O)cc1 (stereo not given)	7	-13	-1	i	3	-3	-2	-3	3	4
CCC1(CC)C(=O)C2=C3C1[C@H](C(=O)OC)C=C(C(=O)OC)C[C@H]3n1c(=O)n(-c3ccccc3)c(=O)n1[C@H]2C (stereo not given in full)	24	8	/	i	-12	-2	0	13	-8	3
O=C(NCCc1cscn1)C1CCC(=O)N(Cc2ccc(Cl)cc2)C1 (stereo not given)	27	10	-4	i	-1	-3	1	-2	-2	1
Cc1ncc(CSc2ccc(Cl)cc2)c(CO)c1O	17	3	-2	i	-15	4	3	-3	-3	-1
Cc1ccc(C)c(NC(=O)C(C)CC2COCCO2)c1 (stereo not given)	5	-9	-1	i	-3	-2	5	9	-5	5
CCC(C(=O)OCC(=O)Nc1c(C)n(C)n(-c2ccccc2)c1=O)c1ccccc1 (stereo not given)	36	-4	5	i	0	2	-1	-11	-8	-2
CCOc1ccccc1NC(=O)Cn1c(-c2ccc(Cl)cc2)noc1=O	39	-74	2	i	-6	1	0	0	-65*	-4
CC(Sc1nc2ccccc2c(=O)n1C)C(=O)NC1CCCCC1C (stereo not given)	24	8	/	i	-3	2	1	-5	-1	1
N#C/C(=C\c1ccccc1C(F)(F)F)C(=O)Nc1ccccc1F	24	38	-3	i	-1	-4	0	-5	1	-2
COc1ccc(NC(=S)N2CCCC(CO)C2)c(OC)c1 (stereo not given)	15	4	-4	i	-4	-1	-2	2	2	2
COc1ccc(-c2nc(CN3CCC(C(=O)NCC4CCCO4)CC3)c(C)o2)cc1OC (stereo not given)	10	-19	3	i	6	0	-2	-1	-10	-4
COC(=O)[C@H](Cc1ccccc1)NC(=O)Nc1ccc(C)cc1	30	21	-4	i	0	-1	-1	8	1	0
CC(C)[C@H](NC(=O)c1ccccc1)C(=O)OCC(=O)NCCC1=CCCCC1	11	-6	-2	i	6	0	2	8	0	-3
Cc1ccccc1Nc1scc(-c2ccc(Cl)cc2)[n+]1-c1ccccc1C	20	4	0	i	/	/	-6	-4	-3	-2
Cc1nnc(SCC(=O)NCc2ccco2)n1-c1ccc(F)cc1	15	-13	0	i	3	-2	7	-1	3	-7
COc1ccccc1N(C)C(=O)c1cc(S(=O)(=O)N2CCc3ccccc32)cn1C	17	7	5	i	8	-8	0	0	0	3
COc1ccc(CN2C(=O)NC3(CCCCCC3)C2=O)cc1F	13	-6	/	i	8	-2	-3	-2	-1	-6
Cc1ccc(S(=O)(=O)N(C)C)cc1NC(=S)NC(=O)C12CC3CC(CC(C3)C1)C2	21	-9	0	i	?	-1	-1	0	-6	-8
CCOC(=O)c1cnc2ccc(C)cc2c1NCCN1CCOCC1	26	4	-4	i	9	0	-2	-11	-1	26
CCOc1ccc(CCNC(=O)COC(=O)/C=C/c2ccccc2OC)cc1OCC	30	-4	/	i	0	-1	1	2	-1	1

High-throughput results: PubChem, several laboratories
